Screening data from PubChem BioAssay.
Pf apPOL inh: Pf-apPOL DNA polymerase inhibition; Recombinant Pf-apPOL, molecular beacon fluorescence, 1.5 h; inhibition, % at 10 µM; hit rate 0.25% among 210,000; AID 1794808
mHTT-CaM PPI inh: disrupts binding of mutant huntingtin to calmodulin. P42858. AlphaScreen His-mHTT/GST-CaM binding, luminescence. inhibition, % at 15 µM. hit rate 3.6% among 190,000. AID 1671202;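 note: 0% = both proteins with DMSO and 100% = one protein alone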
Active calls of the source: *; / = not tested or not shown; & = joins results of further samples. Cut-off read from the data, not from the text of the source: active = inhibition above about 50%; inactive = the rest.

SMILES	Pf apPOL inh	mHTT-CaM PPI inh
Cc1nn(CC(=O)Nc2cc(Oc3cccnc3)cc([N+](=O)[O-])c2)c(C)c1[N+](=O)[O-]	-145	10
CCc1ccccc1NC(=O)N1CCCC(C)(C(=O)NCc2ccccc2)C1 (stereo not drawn)	-7	-2
Cc1cc(C)nc(NC(=O)c2ccc(F)cc2)n1	-2	-7
CC(NC(=O)COc1ncccn1)c1ccccc1 (stereo not drawn)	-2	-14
Cc1cc(C)c(-n2nnnc2SCC(=O)Nc2nonc2-c2nc3ccccc3n2C)c(C)c1	2	0
O=C(Cc1cccnc1)N1CCC(c2nc(C3CC3)n[nH]2)CC1	9	-1
Cc1c(C)c(C)c2[nH]c(-c3ccc4c(c3)OCO4)nc2c1C	0	/
Clc1ccc(C=NNc2ncnc3sccc23)cc1	-7	/
CCOc1cccc(C(=O)Nc2ccccc2[N+](=O)[O-])c1	2	42
N#Cc1cccc(C#N)c1Oc1ccc(S(=O)(=O)N2CCOCC2)cc1	-5	/
c1ccc(-c2n[nH]c(C3CCCN3Cc3ccncc3)n2)cc1 (stereo not drawn)	-10	3
Cc1ccc(S(=O)(=O)NC(C)C(=O)O)cc1 (stereo not drawn)	-1	-2
CC(C)N1C(=O)C(C)(C(=O)NC2CCCCCC2)Oc2cccnc21 (stereo not drawn)	-3	-6
CC(C)(C)c1nc(CN2CCOCC2)cc(CN2CCOCC2)c1O	-10	0
O=C(Nc1ccc(-n2nncc2C23CC4CC(CC(C4)C2)C3)cc1)c1cccs1	-6	26
COc1ccc(C2=NN(C(=O)c3ccccc3)C(c3cccc([N+](=O)[O-])c3)C2)cc1 (stereo not drawn)	2&1	9&5
Cn1c(N)nc2ccccc21	/	-2
O=C(NC1CCCCC1)c1ccc(Cn2cncn2)cc1	-4	-4
CC(=O)Nc1ccc(/C=C(\C#N)c2nn(CCO)c(N)c2C#N)cc1	-2	0
O=C1C(=O)N(C(c2ccccc2)c2ccc(Cl)cc2)c2ccccc21 (stereo not drawn)	-2&2	93*
COc1ccc(C(=O)N2CCc3c(c(-c4nc(-c5ccccc5F)no4)nn3C)C2)cc1	0	-8
CC1=NN(c2ccccc2)C(=O)C1=C1SC(C(=O)c2cccs2)=NN1c1ccccc1	-1	/
O=C(Nc1ccc(F)c(F)c1)c1ccc(F)c(S(=O)(=O)N2CCCCC2)c1	26	0
O=C(Nc1ncccc1Cl)c1cccc(Cl)c1	-4	-8
COc1cccc(C(=O)SC2=NCCS2)c1	-9	38
COc1ccc(C2Cn3nnc(C(=O)NCc4cc(OC)ccc4OC)c3CO2)cc1 (stereo not drawn)	-9	3
COc1ccc(S(=O)(=O)NCCc2ccc(S(N)(=O)=O)cc2)cc1	1	2
N#Cc1cc2c(nc1SCC(O)COc1ccc(Cl)cc1)CCCC2 (stereo not drawn)	7	-27
CCOc1c(Br)cc(/C=C2/C=C(c3ccc(OC)cc3)OC2=O)cc1OC	-5	1
COc1ccccc1NC(=O)N1CCOCC1	11	4
Cc1ccc(-c2cc(C(F)(F)F)n3nc(C(=O)N4CCCCC4)cc3n2)cc1	-1	0
Cc1nc2ccccc2c(=O)n1-c1ccc(Cl)c(NC(=O)c2ccccc2[N+](=O)[O-])c1	0	1
CC(C)c1cc(C(=O)N2CCCC2c2cccc(F)c2)no1 (stereo not drawn)	-2	-8
CCOc1ccccc1NC(=O)C1CCN(C(=O)c2cccs2)CC1	0	0
COc1ccccc1CCNC(=O)Cc1csc(NC(=O)c2ccc[nH]c2=O)n1	-7	1
CCC(=O)N1CCN(c2cc(N3CCCC3)c(F)cc2[N+](=O)[O-])CC1	-8	5
Cc1c(Cc2ccccc2)sc(NC(=O)c2ccccc2Br)c1C(N)=O	2	16
O=C(Oc1ccc([N+](=O)[O-])cc1)c1cc2ccccc2oc1=O	4	-4
C=CCSc1nnc2c(n1)OC(c1ccsc1)Nc1ccccc1-2 (stereo not drawn)	6	3
COc1ccc(C(=O)NCCn2cc(SCc3ccccc3F)c3ccccc32)cc1	-1	10
O=C(Nc1ccccc1)c1ncc[nH]1	-5	/
Nc1ccccc1NC(=O)c1cccc(C(F)(F)F)c1	-2	10
Cc1ccc(NCN2C(=O)c3ccccc3C2=O)c(C)c1	-3	7
Cc1[nH]c(=O)[nH]c(=O)c1CC(=O)NCc1cccs1	-5	-9
CN(Cc1ccc(Cl)nc1)C(=O)c1nsc(Cl)c1Cl	-4	-4
COCCN1CCC(CNC(=O)Cc2cccs2)CC1	10	11
Cc1cc(C)n(C(C)CC(=O)N2CCN(S(=O)(=O)c3ccc(Cl)cc3)CC2)n1 (stereo not drawn)	-1	-11
C=CCNC(=O)COc1ccc(C)cc1Br	-9	-4
COCCCNC(=O)c1ccc(CN2C(=O)C3CCCN3C(=O)c3ccccc32)cc1 (stereo not drawn)	-5	-1
Cc1ccc(C)c(NC(=O)c2cc(S(=O)(=O)N3CC(C)CC(C)C3)ccc2F)c1 (stereo not drawn)	27	-2
Cc1ccc2nc(C3C(=O)c4ccc(Br)cc4C3=O)ccc2c1 (stereo not drawn)	-6	3
Brc1cncc(Br)c1	/	-7
Cn1ncc(N2CCCC(C(=O)NCc3ccc(N4CCCC4)cc3)C2)cc1=O (stereo not drawn)	-1	22
Cc1ccc(C)c(N2CCN(c3nc(C)c(C)c(=O)[nH]3)CC2)c1	-2	1
NNC(=O)CCc1ccc(O)cc1	-2	/
COc1ccc2nc(Nc3nc4ccc(OC)cc4s3)sc2c1	-3	-8
CCOC(=O)c1ccc(S(=O)(=O)NCCn2ncccc2=O)cc1	0	0
COc1ccc(C=Nc2c(C)n(C)n(-c3ccccc3)c2=O)cc1Br	7	-5
CCC(=O)N1CCCN(Cc2noc(-c3ccccc3)n2)CC1	-2	3
O=C(Cc1cccs1)N1CCc2[nH]cnc2C1c1ccccc1 (stereo not drawn)	0	3

Brought forward from above: 6 entries; new compounds follow.
SMILES	Pf apPOL inh	mHTT-CaM PPI inh
NNC(=O)CCc1ccc(O)cc1	-2	/
COc1ccc2nc(Nc3nc4ccc(OC)cc4s3)sc2c1	-3	-8
CCOC(=O)c1ccc(S(=O)(=O)NCCn2ncccc2=O)cc1	0	0
COc1ccc(C=Nc2c(C)n(C)n(-c3ccccc3)c2=O)cc1Br	7	-5
CCC(=O)N1CCCN(Cc2noc(-c3ccccc3)n2)CC1	-2	3
O=C(Cc1cccs1)N1CCc2[nH]cnc2C1c1ccccc1 (stereo not drawn)	0	3
Cc1nc(C(=O)NCc2ccc(N3CCOCC3)cc2)c(C)n1C1CCN(C)CC1	-5	6
CCOc1cc(CN2CCC(C(=O)NCc3ccc(OC)cc3)CC2)ccc1O	-10	6
CC1C(=O)NCCN1C(=O)c1cc(Cl)ccc1Cl (stereo not drawn)	-1	-10
COc1ccc2c(=O)c(Oc3ccc(C(=O)NC4CCS(=O)(=O)C4)cc3)coc2c1 (stereo not drawn)	-4	-13
COc1ccc(CNS(=O)(=O)c2cc(Cl)ccc2Cl)cc1	-1	-15
CCN(CC)CCN=C1CCCc2ccccc2N1	-8	1
O=c1nc(/C=C/c2ccc(Cl)cc2)cc(C(F)(F)F)[nH]1	-3	-1
O=C(O)C(Cc1ccc([N+](=O)[O-])cc1)NS(=O)(=O)c1ccccc1 (stereo not drawn)	1	/
Cc1c(NC(=O)COc2ccccc2[N+](=O)[O-])cccc1-c1nc2ncccc2o1	1	8
COc1ccc(Cn2c(Cl)cc(=O)n(C)c2=O)cc1[N+](=O)[O-]	1	1
Cn1c(=O)n(Cc2ccc(F)cc2)c(=O)c2cnc(-c3ccc(Cl)cc3)nc21	2	-7
CCN1c2cc(C(=O)NCc3ccncc3)ccc2C(=O)N2CCCCC21 (stereo not drawn)	-1	4
CCCOC(=O)C1C2C=CC3(CN(c4ccc(Cl)cc4)C(=O)C13)O2 (stereo not drawn)	1	-1
O=C(Nc1ccc2c(c1)OCO2)c1cnc2ccccc2n1	2	3
COc1ccc(-c2nc3s/c(=C\c4ccc(C)cc4)c(=O)n3n2)cc1	-5	-2
CCC(=O)N1CCc2sc(S(=O)(=O)Nc3cc(C)cc(C)c3)cc2C1	-9	6
Nc1ccccc1C(=O)NCc1ccccc1	-5	-6
CSc1ccccc1NC(=O)C(=O)NCCc1c[nH]c2ccccc12	1	-4
CCC(CC)C(=O)NCCC1CCN(C(=O)NC2CCCCC2)CC1	-9	-2
O=C1C[C@@H]2c3c(cccc3CN1Cc1ccccc1F)C[C@@H](O)[C@H]2O	-6	-4

A draw from above in order of SMILES length, rising.
SMILES	Pf apPOL inh	mHTT-CaM PPI inh
COc1ccc(CNS(=O)(=O)c2cc(Cl)ccc2Cl)cc1	-1	-15
O=c1nc(/C=C/c2ccc(Cl)cc2)cc(C(F)(F)F)[nH]1	-3	-1
Cc1c(NC(=O)COc2ccccc2[N+](=O)[O-])cccc1-c1nc2ncccc2o1	1	8

New compounds follow.
SMILES	Pf apPOL inh	mHTT-CaM PPI inh
C=CCOc1ccc(/C=C2\C(=O)NN(c3ccccc3)C2=O)cc1OC	4	6
Cc1cnc(NC(=O)c2ccc3c(c2)OCO3)s1	-7	-2
Cc1ccc(NC(=O)N2CCCC(OCc3cccc(F)c3)C2)cc1 (stereo not drawn)	-4	-11
O=[N+]([O-])c1cccc(N=Cc2nc(-c3ccccc3F)oc2O)c1	0	10
CCCC(=O)Nc1c(Cl)nc(C)c(Cl)c1C	-3	-6
COc1ccccc1/C=C/c1nc2cc(Cl)ccc2c(=O)o1	-3	18
COc1cccc(C(=O)Nc2c3c(nn2C(C)(C)C)CS(=O)(=O)C3)c1	-2	-8
O=C1C(=CC=Cc2ccccc2)Oc2cc(OC(=O)C3CC3)ccc21	-7	7
CCOc1cccc(C(Nc2ccccn2)c2ccc3ccc(C)nc3c2O)c1 (stereo not drawn)	-1	59*
COc1ccc(CNC(=O)C2(c3ccc(NC(C)=O)cc3)CCCCC2)cc1	-4	3
Cc1ccc(-n2nc3c(c2NC(=O)c2cc(Cl)ccc2[N+](=O)[O-])CS(=O)(=O)C3)c(C)c1	-6	8
Cc1ccc(C2=N/C(=C\c3ccccc3Cl)C(=O)O2)cc1	0	-3
O=C(NCc1ccccc1F)c1ccc(-c2cncnc2)nc1	3	-2
COc1ccc(CNCCC(c2ccccc2)C2CCOC(C)(C)C2)cc1OC (stereo not drawn)	0	4
COc1ccc(N2CCN(Cc3ccc(C)o3)CC2)cc1	-6	19
COC(=O)COc1ccc2c(c1)OC(=Cc1cccc(Br)c1)C2=O	-2	-1
CC1(C)C(=O)C2(CCCCC2)C(=O)OC1c1ccc(Cl)cc1 (stereo not drawn)	-2	-12
COc1ccc(C2=NN(C(=O)CN3CCC(C)CC3)C(c3ccccc3C)C2)cc1 (stereo not drawn)	-2	32
Clc1ccc(OCc2ccsc2Cn2cccc2)cc1	-2	/
COc1ccc(C(=O)N2CCCn3nc(-c4cccs4)cc3C2)c(OC)c1	-6	16

Profiles, quoted from the list:
Entry for Cc1cnc(NC(=O)c2ccc3c(c2)OCO3)s1 → Pf apPOL inh: -7; mHTT-CaM PPI inh: -2
Entry for COc1ccc(C(=O)N2CCCn3nc(-c4cccs4)cc3C2)c(OC)c1 → Pf apPOL inh: -6; mHTT-CaM PPI inh: 16
Entry for COc1cccc(C(=O)Nc2c3c(nn2C(C)(C)C)CS(=O)(=O)C3)c1 → Pf apPOL inh: -2; mHTT-CaM PPI inh: -8

Next part:
SMILES	Pf apPOL inh	mHTT-CaM PPI inh
Cn1nc(C(C)(C)C)cc1C(=O)Nc1ccc(S(N)(=O)=O)cc1	0&-1	/
O=C(NCC1CCCCC1)c1ccc(CN2C(=O)C3CCCN3C(=O)c3ccccc32)cc1 (stereo not drawn)	1	24
Cc1cccc(-n2nnc(C(=O)O)c2-c2cccnc2)c1	5	-3
CC(=NCc1ccccc1)C1=C(O)CC(C)(C)CC1=O	-3	-4
O=C(c1ccc(Cl)cc1)N1CCN(c2ccc(Cl)cc2[N+](=O)[O-])CC1	-2&-2	40&43
Cc1ccc(S(=O)(=O)N2CCCC2c2nc(-c3ccc(Cl)cc3)no2)cc1F (stereo not drawn)	-4	-45
Clc1ccc(C2CC(c3ccc4c(c3)OCO4)Nc3nnnn32)cc1 (stereo not drawn)	1&-4	18&33
COc1cc(C2Nc3cccc4cccc(c34)N2)cc(OC)c1OC	9	28
COc1ccc(-c2nc(COc3ccccc3C)no2)cc1	-3	-27
Cc1ccc2ccccc2c1C[N+](C)(C)CC#Cc1ccccc1	/	77*
CC(C)c1ccc(NC(=O)CC2SC(=N)NC2=O)cc1 (stereo not drawn)	2	1
CC(=O)NC(=O)c1cc2cc(Br)ccc2oc1=Nc1ccccc1F	4	5
Cc1ccc(CCNS(=O)(=O)c2ccc3nc(-c4ccccc4)[nH]c3c2)cc1	-7	15
C[C@H]1COc2cc(N3CCC[C@H]3CO)ccc2S(=O)(=O)N1	-5	-3
O=C(NC1CCCCCCC1)c1ccccc1	-4	-2
CC(C)C(=O)Nc1cccn2nc(C(C)C)nc12	0	0
CC(C)(C)c1ccc(C(=O)N2CCC3(CC2)NC(=O)N(Cc2ccccc2)C3=O)cc1	-3	5
Cc1nnc2n1CCN(C(=O)c1cc(-c3ccccc3)n[nH]1)C2	-1	1
CC1=C(C)CC2C(=O)N(c3ccc(Cl)c(Cl)c3)C(=O)C2C1 (stereo not drawn)	-4	-8
Cc1cccn2c(=O)c3cc(C(=O)NCCN4CCOCC4)c(=N)n(Cc4ccco4)c3nc12	0	4
CCCN1C(=O)Cc2ccccc2C1C(=O)NCc1ccccc1OCC (stereo not drawn)	-2	3
CCCCN1C(=O)C(C)(C(=O)NCCN(C)C)Oc2cccnc21 (stereo not drawn)	-3	-9
O=C1c2ccccc2NC(c2cccc(O)c2)N1c1ccccc1 (stereo not drawn)	-3	-1
COc1cccc(C(=O)Nc2cc(F)c(Br)cc2F)c1	-6	/
O=C(NC1CCCN(c2cc(N3CCCC3)ncn2)C1)c1ccco1 (stereo not drawn)	-7	-2
CC(C)CCNC(=O)c1nnn(-c2ccc(Cl)cc2)c1-c1cccnc1	-1	-6
